EZH2 inh – inhibitors of human EZH2/PRC2 methyltransferase | Q15910 | inhibition, % at 12.5 µM | PRC2 H3K27 methylation, DELFIA TRF, 1 h | actives 0.35% (n = 57,000);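 active = mean inhibition of replicates at least 50% and every single replicate also reaching 50%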;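 note: dimethyl H3K27 on biotinylated H3 21-44 peptide detected by antibody; plate controls were median neutral control wells for no effect and median positive control wells for full effect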
IDH1 mut inh – IDH1 R132H (human) inhibition. AID 624101. O75874. IDH1 R132H reductase, diaphorase/resazurin fluorescence, 60 min. actives 0.18% (n = 70,000). inhibition, % at 10 µM; in the data active = inhibition above about 34%;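 note: 0% = DMSO and 100% = no enzyme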
Target sequence (O75874 whole entry R132H): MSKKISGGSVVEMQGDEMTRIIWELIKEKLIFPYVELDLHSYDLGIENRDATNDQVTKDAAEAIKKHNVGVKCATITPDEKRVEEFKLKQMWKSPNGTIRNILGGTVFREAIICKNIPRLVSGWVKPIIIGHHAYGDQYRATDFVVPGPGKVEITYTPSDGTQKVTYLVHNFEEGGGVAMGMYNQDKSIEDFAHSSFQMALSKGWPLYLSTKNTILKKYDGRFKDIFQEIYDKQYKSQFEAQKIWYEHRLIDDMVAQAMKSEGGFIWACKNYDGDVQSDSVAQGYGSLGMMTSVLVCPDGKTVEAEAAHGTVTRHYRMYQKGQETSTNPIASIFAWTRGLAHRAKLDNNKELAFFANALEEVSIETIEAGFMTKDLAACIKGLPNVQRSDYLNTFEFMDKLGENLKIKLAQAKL
* hit, by the source's call; nt = no result given; & = joins results of further samples. An excerpt (hit frequency here may not be typical).

SMILES	EZH2 inh	IDH1 mut inh
C[C@H]1CN([C@@H](C)CO)C(=O)Cc2cc(NC(=O)Nc3cccc4ccccc34)ccc2O[C@H]1CN(C)S(=O)(=O)c1cccs1	nt	-1.0
CNC[C@@H]1Oc2ccc(NC(=O)Cc3cn(C)c4ccccc34)cc2C(=O)N([C@H](C)CO)C[C@H]1C	-14	-38
C[C@@H]1CN([C@H](C)CO)C(=O)c2cc(/C=C/c3ccccc3)cnc2O[C@@H]1CN(C)S(=O)(=O)c1ccc(F)cc1	-11	-0.2
Cc1noc(C)c1S(=O)(=O)Nc1ccc2c(c1)C(=O)N([C@H](C)CO)C[C@H](C)[C@@H](CN(C)C(=O)Nc1ccc(F)cc1)OCCCC[C@H](C)O2	nt	2.9
C[C@@H]1CCCCO[C@H](CN(C)Cc2ccncc2)[C@@H](C)CN([C@H](C)CO)C(=O)c2cc(NC(=O)Nc3cccc4ccccc34)ccc2O1	nt	-0.4
CCCC(=O)Nc1ccc2c(c1)C(=O)N(C)C[C@H](OC)[C@H](C)CN(C(=O)c1cnccn1)[C@@H](C)CO2	9	0.2
C[C@@H]1CN([C@H](C)CO)C(=O)c2cc(NC(=O)Nc3ccc4c(c3)OCO4)ccc2O[C@@H](C)CCCCO[C@@H]1CN(C)S(=O)(=O)c1ccc(Cl)cc1	nt	-0.2
C[C@H](CO)N1C[C@H](C)[C@H](CN(C)Cc2ccccc2)Oc2ccc(NC(=O)Cc3ccccc3)cc2CC1=O	-4	0.2
O=C(CN1CCOCC1)NCC[C@H]1CC[C@H](NC(=O)Nc2ccccc2)[C@H](CO)O1	-23	0.1
Cc1nn(CC(O)COc2ccc3c(c2)CCC3)c(C)c1C (stereo not given)	4	-0.2
CO[C@@H](CN(C)CC1CCOCC1)[C@@H](C)CN(C(=O)Nc1ccc(F)cc1)[C@H](C)CO	-1	0.4
C[C@@H]1CN([C@@H](C)CO)C(=O)c2ccccc2-c2ccccc2CO[C@@H]1CN(C)C(=O)C1CC1	7	0.2
O=C(C[C@H]1C[C@H]2c3cc(NC(=O)Nc4ccc(C(F)(F)F)cc4)ccc3O[C@H]2[C@@H](CO)O1)NCc1ccc2c(c1)OCO2	-10	0.4
CC(C)NC(=O)N(C)C[C@@H]1OCCCC[C@H](C)Oc2ccc(NC(=O)Nc3ccccc3)cc2C(=O)N([C@H](C)CO)C[C@@H]1C	0	-2.2
O=C(Nc1ccc(Cl)cc1)N[C@H]1CC[C@@H](CCNC(=O)c2ccccc2F)O[C@H]1CO	2	-0.5
C[C@H](CO)N1C[C@H](C)[C@H](CN(C)C(=O)Cc2ccccc2)OCc2cn(nn2)CCCC1=O	12	-0.3
Cc1ccccc1-c1nc(SCC(=O)Nc2ccc(Br)c(Cl)c2)n[nH]1	36	0.5
CCCC#Cc1ccc2c(c1)O[C@H](CN(C)C(=O)CN(C)C)[C@@H](C)CN([C@@H](C)CO)S2(=O)=O	-21	0.0
CNC[C@H]1Oc2c(NS(=O)(=O)c3ccc(F)cc3)cccc2C(=O)N([C@@H](C)CO)C[C@@H]1C	-4	nt
O=C(N[C@H]1CC[C@H](CCNS(=O)(=O)c2ccc(F)cc2)O[C@H]1CO)c1ccccn1	2	0.4
COc1cc2c(CCNC(C)=O)c[nH]c2cc1Cl	19	0.7
CN1CCN(C(=O)C[C@H]2C[C@@H]3c4cc(NC(=O)Nc5ccccc5)ccc4O[C@@H]3[C@H](CO)O2)CC1	9	0.0
C[C@H](CO)N1C[C@H](C)[C@@H](CN(C)S(=O)(=O)c2cn(C)cn2)Oc2ncc(/C=C/c3ccccc3)cc2C1=O	nt	-0.1
O=S(=O)(N[C@H]1CC[C@@H](CCn2cc(C3CC3)nn2)O[C@@H]1CO)c1ccc(F)cc1	-3	-0.1
C[C@@H]1CN([C@@H](C)CO)C(=O)c2cc(NC(=O)c3ccncc3)ccc2O[C@@H](C)CCCCO[C@@H]1CN(C)C(=O)CCCN(C)C	nt	-2.5
O=C(Nc1ccc2c(c1)OCO2)N[C@@H]1CC[C@@H](CCNC(=O)C2CCCC2)O[C@H]1CO	4	-0.6
C[C@@H]1CN([C@@H](C)CO)C(=O)c2cccc(NC(=O)c3nc4ccccc4s3)c2O[C@H]1CN(C)CC1CC1	-6	0.6
C[C@@H]1CN([C@@H](C)CO)C(=O)c2cc(NC(=O)CCN3CCOCC3)ccc2O[C@H]1CN(C)Cc1ccncc1	-5	nt
Cc1ccc(S(=O)(=O)N(C)C[C@@H]2OCc3cnnn3CCCC(=O)N([C@H](C)CO)C[C@H]2C)cc1	3	-1.9
C[C@H](CO)N1C[C@H](C)[C@H](CN(C)CC2CCCCC2)Oc2c(NC(=O)c3nc4ccccc4s3)cccc2C1=O	nt	-1.7
O=C(C[C@@H]1C=C[C@@H](NC(=O)C2CC2)[C@@H](CO)O1)NCc1ccncc1	-3	0.0
CCn1c(SCC(=O)Nc2ccc(F)c(Cl)c2)nnc1-c1cccc(C)c1	1	-0.1
O=C(O)CC(CCc1ccccc1)OC1OC(CO)C(O)C(O)C1O (stereo not given)	98*	1.4
CC1CCc2c(sc3ncnc(SCC(=O)NCC4CCCO4)c23)C1 (stereo not given)	-13	-0.6
CCCc1cn(CC[C@H]2CC[C@@H](NC(=O)C3CCOCC3)[C@H](CO)O2)nn1	-22	0.2
C[C@@H]1CN([C@@H](C)CO)C(=O)Cc2cc(NC(=O)Nc3cccc4ccccc34)ccc2O[C@H]1CN(C)Cc1ccc(Cl)c(Cl)c1	nt	-2.1
O=C(C[C@@H]1C[C@H]2c3cc(NC(=O)Nc4ccc(C(F)(F)F)cc4)ccc3O[C@H]2[C@@H](CO)O1)NCCc1ccccc1	-12	0.0
COc1ccc(NC(=O)Nc2ccc3c(c2)C(=O)N([C@@H](C)CO)C[C@@H](C)[C@@H](CN(C)CC2CCCCC2)O3)cc1	2	-1.2
COc1ccc(NC(=O)CSc2nnc(N)n2-c2ccccc2)cc1	-16	0.2
C[C@@H]1CN([C@H](C)CO)S(=O)(=O)c2ccc(C3=CCCCC3)cc2O[C@@H]1CN(C)Cc1cccnc1	9	nt
CO[C@@H]1CN(C)C(=O)c2ccc(NC(=O)C3CC3)cc2OC[C@H](C)N(C(=O)C2CCCCC2)C[C@@H]1C	-5	-0.3
C[C@@H]1CN([C@@H](C)CO)C(=O)Cc2cc(NC(=O)CCCCCC(=O)Nc3ccccc3N)ccc2O[C@@H]1CN(C)C	-8	nt
C[C@H]1CN([C@@H](C)CO)C(=O)c2cc(NS(=O)(=O)c3ccccc3)ccc2O[C@H]1CN(C)C(=O)NC1CCCCC1	1	-0.1
C[C@H](CO)N1C[C@H](C)[C@@H](CN(C)S(=O)(=O)c2cccs2)Oc2c(NS(C)(=O)=O)cccc2C1=O	nt	2.9
CC(=O)N(C)C[C@H]1Oc2cc(C#CCC3CCCC3)ccc2S(=O)(=O)N([C@H](C)CO)C[C@@H]1C	-11	0.3
COc1ccc(-c2noc(CSc3nc4sc(C)c(C)c4c(=O)n3-c3ccccc3)n2)cc1OC	-4	0.4
C[C@@H]1CN([C@H](C)CO)C(=O)c2cc(C#CC(C)(C)O)cnc2O[C@@H]1CN(C)C(=O)C1CC1	6&-2	-0.1
C[C@@H]1CCCCO[C@H](CN(C)C(=O)Cc2ccccc2)[C@@H](C)CN([C@H](C)CO)C(=O)c2cc(NS(=O)(=O)c3ccc(F)cc3)ccc2O1	nt	0.0
CCC(=O)N(Cc1cc2ccccc2[nH]c1=O)c1cccc(C)c1	6	-0.2
CCC(=O)Nc1ccc2c(c1)OC[C@@H](C)N(CC1CCCCC1)C[C@@H](C)[C@@H](OC)CN(C)C2=O	-1	nt
C[C@H]1CN([C@@H](C)CO)S(=O)(=O)c2ccc(C3=CCCC3)cc2O[C@H]1CN(C)Cc1ccccc1	29	0.3
O=C(C[C@H]1CC[C@@H](NC(=O)C2CC2)[C@H](CO)O1)Nc1nccs1	-5	-0.4
CC(C)NC(=O)Nc1ccc2c(c1)C(=O)N([C@H](C)CO)C[C@H](C)[C@@H](CN(C)Cc1ccc(C(F)(F)F)cc1)OCCCC[C@@H](C)O2	nt	0.2
O=C(C[C@@H]1CC[C@H](NC(=O)Nc2cccc(F)c2)[C@@H](CO)O1)NCC1CCCCC1	-8	0.1
C[C@H](CO)N1C[C@H](C)[C@@H](CN(C)C(=O)Nc2ccc(F)cc2)Oc2c(NC(=O)Nc3ccccc3)cccc2C1=O	13	nt
C[C@@H]1CN([C@H](C)CO)C(=O)c2cccc(NC(=O)Nc3ccccc3)c2O[C@H]1CN(C)C(=O)Nc1ccc(F)cc1	6	-0.1
O=C(C[C@H]1C=C[C@@H](NC(=O)C2CCC2)[C@@H](CO)O1)NCc1ccncc1	-7	0.0
COc1cccc(S(=O)(=O)Nc2ccc3c(c2)[C@@H]2C[C@@H](CC(=O)O)O[C@H](CO)[C@@H]2O3)c1	2	-0.4
COc1ccccc1C(=O)Nc1ccc2c(c1)OC[C@@H](C)N(C)C[C@@H](C)[C@@H](OC)CN(C)C2=O	-7	0.1
CC1OC(Oc2cc(O)c3c(=O)cc(-c4ccc(O)cc4)oc3c2C2OC(CO)C(O)C(O)C2O)C(O)C(O)C1O (stereo not given)	2	-2.3

The list goes on:
SMILES	EZH2 inh	IDH1 mut inh
COc1ccc(CN(C)C[C@H]2Oc3c(NC(=O)c4cnccn4)cccc3C(=O)N([C@H](C)CO)C[C@@H]2C)cc1	10	0.7
CC(C)NC(=O)Nc1ccc2c(c1)CC(=O)N([C@@H](C)CO)C[C@H](C)[C@H](CN(C)C(=O)Nc1ccc3c(c1)OCO3)O2	nt	0.1
CN1C(=O)C(O)(CC(=O)c2ccco2)c2cc([N+](=O)[O-])ccc21 (stereo not given)	-11	-0.6
O=C(NCC[C@H]1CC[C@@H](NS(=O)(=O)c2cccc(F)c2)[C@@H](CO)O1)Nc1cc(F)ccc1F	32	0.1
CC(C)CC#Cc1ccc2c(c1)O[C@@H](CN(C)C(=O)Nc1ccccc1)[C@@H](C)CN([C@@H](C)CO)S2(=O)=O	-17	-1.7
O=C(CCCN1C(=O)c2ccccc2C1=O)Nc1cccc2c1CCCC2	-6	-0.1
CN(C)CC(=O)Nc1ccc2c(c1)[C@H]1C[C@@H](CC(=O)N3CCN(C)CC3)O[C@@H](CO)[C@H]1O2	8	-0.3
COC(=O)C1=NN(C(C)(C)CC(C)=O)C2C(=O)N(C3CCCCC3)C(=O)C12 (stereo not given)	nt	3.5
COc1ccc(NC(=O)Nc2cccc3c2O[C@H](CN(C)S(=O)(=O)c2ccc(C)cc2)[C@@H](C)CN([C@@H](C)CO)C3=O)cc1	nt	-0.9
C[C@@H]1CN([C@H](C)CO)S(=O)(=O)c2ccc(C3=CCCC3)cc2O[C@H]1CN(C)Cc1cccnc1	nt	18
O=C(O)CC1C(=O)N(c2ccccc2)C(=S)N1c1ccccc1 (stereo not given)	-7	0.2
CC(=O)N(C)C[C@H]1Oc2cc(C#Cc3ccccn3)ccc2S(=O)(=O)N([C@H](C)CO)C[C@H]1C	14	-1.4

Next section, overlapping the part above by 4 compounds.
SMILES	EZH2 inh	IDH1 mut inh
COc1ccc(NC(=O)Nc2cccc3c2O[C@H](CN(C)S(=O)(=O)c2ccc(C)cc2)[C@@H](C)CN([C@@H](C)CO)C3=O)cc1	nt	-0.9
C[C@@H]1CN([C@H](C)CO)S(=O)(=O)c2ccc(C3=CCCC3)cc2O[C@H]1CN(C)Cc1cccnc1	nt	18
O=C(O)CC1C(=O)N(c2ccccc2)C(=S)N1c1ccccc1 (stereo not given)	-7	0.2
CC(=O)N(C)C[C@H]1Oc2cc(C#Cc3ccccn3)ccc2S(=O)(=O)N([C@H](C)CO)C[C@H]1C	14	-1.4
C[C@H](CO)N1C[C@H](C)[C@H](CN(C)Cc2ccc3c(c2)OCO3)Oc2cc(C#CCN(C)C)ccc2S1(=O)=O	-7	0.0
CC(C)CC#Cc1cnc2c(c1)C(=O)N([C@H](C)CO)C[C@H](C)[C@@H](CN(C)Cc1ccc(C(=O)O)cc1)O2	nt	0.4
COc1ccc(NC(=O)Nc2cccc3c2O[C@@H](CN(C)C(=O)NC(C)C)[C@H](C)CN([C@@H](C)CO)C3=O)cc1	4	2.0
C[C@H]1CN([C@@H](C)CO)C(=O)c2cccc(NC(=O)c3ccncc3)c2O[C@@H]1CN(C)Cc1ccc(-c2ccccc2)cc1	-3	nt
COCC(=O)N1C[C@H](C)[C@@H](OC)CN(C)C(=O)c2cc(NC(=O)c3cnccn3)ccc2OC[C@H]1C	4	-0.4
C[C@H]1CN([C@@H](C)CO)C(=O)c2cccc(NC(=O)Nc3ccccc3)c2O[C@@H]1CN(C)Cc1ccccc1	8	0.9
C[C@H](CO)N1C[C@H](C)[C@H](CN(C)S(=O)(=O)c2cn(C)cn2)Oc2ccc(NC(=O)Nc3ccc4c(c3)OCO4)cc2C1=O	nt	-10
CO[C@H]1CN(C)C(=O)c2cc(NC(=O)c3nc4ccccc4s3)ccc2OC[C@H](C)N(Cc2cncnc2)C[C@H]1C	-4	-0.7

Random excerpt: 4 records from the list, in no set order.
SMILES	EZH2 inh	IDH1 mut inh
C[C@@H]1CN([C@H](C)CO)S(=O)(=O)c2ccc(C3=CCCC3)cc2O[C@H]1CN(C)Cc1cccnc1	nt	18
C[C@H](CO)N1C[C@H](C)[C@@H](CN(C)S(=O)(=O)c2cccs2)Oc2c(NS(C)(=O)=O)cccc2C1=O	nt	2.9
O=C(C[C@@H]1C[C@H]2c3cc(NC(=O)Nc4ccc(C(F)(F)F)cc4)ccc3O[C@H]2[C@@H](CO)O1)NCCc1ccccc1	-12	0.0
O=C(O)CC1C(=O)N(c2ccccc2)C(=S)N1c1ccccc1 (stereo not given)	-7	0.2
